ATXN2 expr inh: Primary qHTS for Inhibitors of ATXN expression; HEK-293 ATXN2-luciferase reporter, luminescence, 24 h; Potency, µM (top dose mostly 57 µM), inactives show top-dose activity change, negative = inhibition, actives largely listed as inhibitors; 360,000 compounds, 0.72% hits; AID 1745845, 2022; further: potency means the concentration at half of the fitted maximal effect; on the % scale 0 is the no-effect control and ±100 the full control effect; nearly all actives have a fitted effect of over 55% in size
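ATXN2-luciferase reporter cells (luciferase flanked by upstream and downstream ATXN2 gene portions) were treated 24 h at 37 °C with compounds at up to 57 uM. SteadyGlo luminescence gave expression; GF-AFC fluorescence gave viability.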
IL-2 act: qHTS of IL-2 Activators | IL-2 activation reporter assay, cell-based qHTS; stimulated with anti-CD3/CD4/CD28 beads; in transgenic mouse T cells | activation, % (series mostly up to about 46 µM) | 360,000 compounds, 0.065% hits; in the data active means activation above about 50%; inconclusive means mostly about 30% to 49%; further: 0% is about no effect
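EGFP and DsRed fluorescence is measured by plate cytometry in unstimulated transgenic mouse T cells exposed to compound for 60 minutes, then stimulated 18 hours at 37 degrees C with anti-CD3/anti-CD4 beads plus anti-CD28.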
HepG2 tox: qHTS for Inhibitors of TGF-b: Cytotox Counterscreen. 410,000 compounds, 0.76% hits. Potency, µM (series often up to 46.1 µM), for inactives: at the highest dose activity change, negative = cytotoxicity, most hits filed as cytotoxic. HepG2 CAGA-GFP viability, ATP luminescence, 18 h; further: potency means the concentration at half of the fitted maximal effect; some results filed as inactive show a strong effect at the top dose
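HepG2 CAGA-GFP cells (1000/well, DMEM with 1% FBS) received compound, then TGF-beta at 500 pg/mL final, and were incubated 18 hours at 37 degrees C. Viability was read by CellTiter-Glo luminescence. Media-only wells were set as complete cell-killing and DMSO as no toxicity.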
Nrf2 ARE act: qHTS of Nrf2 Activators | AID 624171, 2012 | Potency, µM (series often up to 46.1 µM), for inactives: top-dose activation, actives largely listed as activators | AREc32 ARE-luciferase reporter (MCF7-derived line), luminescence, 24 h | 410,000 compounds, 0.31% hits; further: potency means the concentration at half of the fitted maximal effect; % of control where 0% means no effect; nearly all actives have a fitted effect of over 65% in size
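Quantitative high-throughput format: AREc32 reporter cells, 1000 per well, received compound by pin transfer and were incubated 24 hr at 37 deg C, 5% CO2, before Steady-Glo luminescence detection.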
A549 tox: Nrf2 qHTS screen for inhibitors: counterscreen for cytotoxicity. Potency, µM (top dose mostly 46 µM), inactives show at the top dose activity change, negative = cytotoxicity, usual class: inhibitors. A549 ARE-Fluc cells, CellTiter-Fluor viability, 18-24 h. AID 504648, 2011. 390,000 compounds, 0.16% hits; further: potency means the concentration at half of the fitted maximal effect; on the % scale 0 is the no-effect control and ±100 the full control effect
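A549 ARE_Fluc cells in 5% FBS OPTI-MEM were exposed to compounds in concentration-response for 18-24 h at 37 deg C. Viability was read by CellTiter-Fluor fluorescence (Ex 405/Em 525) after 30 min, before the luciferase read.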
Nrf2 block: Nrf2 qHTS screen for inhibitors | AID 504444, 2011 | 360,000 compounds, 2.1% hits | Potency, µM (top dose mostly 46 µM), for inactives: at the top dose activity change, negative = inhibition, hits mostly inhibitors | A549 ARE-Fluc reporter, luciferase luminescence, 18-24 h; further: potency means the concentration at half of the fitted maximal effect; on the % scale 0 is the no-effect control and ±100 the full control effect; nearly all actives have a fitted effect of over 60% in size
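Cells were seeded and rested 2 h, then exposed to compounds for 18-24 h. CellTiter-Fluor was read first as a viability measure. BugLite was added 15 min before the final luminescent read of ARE-luciferase activity in A549 cells.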
TGFb SMAD3 inh: qHTS for Inhibitors of TGF-b; HepG2 CAGA-GFP TGF-b/SMAD3 reporter, GFP fluorescence, 18 h; TGF-beta stimulated, 500 pg/mL final; Potency, µM (top dose mostly 46.1 µM), inactives show at the highest dose activity, negative = inhibition, hits mostly inhibitors; 410,000 compounds, 1.2% hits; further: potency means the concentration at half of the fitted maximal effect; on the % scale 0 is the no-effect control and ±100 the full control effect; nearly all actives have a fitted effect of over 65% in size
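TGF-beta reporter screen: HEPG2 CAGA-GFP, 1% FBS, 500 pg/mL TGF-beta final, 18 h; per-cell GFP summed per well; curves fitted and categorized by class.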
EPAC2 agonist: qHTS for Agonist of cAMP-regulated guanine nucleotide exchange factor 4 (EPAC2): primary screen. 360,000 compounds, 0.079% hits. Rap guanine nucleotide exchange factor 4 (Homo sapiens), Q8WZA2. AID 720711, 2013. EPAC2 activation, biochemical qHTS; response scale: 100% = 6.5 mM cAMP response. Potency, µM (doses to about 154 µM), for the others: top-dose activation, usual class: activators; further: potency means the concentration at half of the fitted maximal effect; nearly all actives have a fitted effect of over 50% in size
Target sequence (Q8WZA2 whole entry, looked up): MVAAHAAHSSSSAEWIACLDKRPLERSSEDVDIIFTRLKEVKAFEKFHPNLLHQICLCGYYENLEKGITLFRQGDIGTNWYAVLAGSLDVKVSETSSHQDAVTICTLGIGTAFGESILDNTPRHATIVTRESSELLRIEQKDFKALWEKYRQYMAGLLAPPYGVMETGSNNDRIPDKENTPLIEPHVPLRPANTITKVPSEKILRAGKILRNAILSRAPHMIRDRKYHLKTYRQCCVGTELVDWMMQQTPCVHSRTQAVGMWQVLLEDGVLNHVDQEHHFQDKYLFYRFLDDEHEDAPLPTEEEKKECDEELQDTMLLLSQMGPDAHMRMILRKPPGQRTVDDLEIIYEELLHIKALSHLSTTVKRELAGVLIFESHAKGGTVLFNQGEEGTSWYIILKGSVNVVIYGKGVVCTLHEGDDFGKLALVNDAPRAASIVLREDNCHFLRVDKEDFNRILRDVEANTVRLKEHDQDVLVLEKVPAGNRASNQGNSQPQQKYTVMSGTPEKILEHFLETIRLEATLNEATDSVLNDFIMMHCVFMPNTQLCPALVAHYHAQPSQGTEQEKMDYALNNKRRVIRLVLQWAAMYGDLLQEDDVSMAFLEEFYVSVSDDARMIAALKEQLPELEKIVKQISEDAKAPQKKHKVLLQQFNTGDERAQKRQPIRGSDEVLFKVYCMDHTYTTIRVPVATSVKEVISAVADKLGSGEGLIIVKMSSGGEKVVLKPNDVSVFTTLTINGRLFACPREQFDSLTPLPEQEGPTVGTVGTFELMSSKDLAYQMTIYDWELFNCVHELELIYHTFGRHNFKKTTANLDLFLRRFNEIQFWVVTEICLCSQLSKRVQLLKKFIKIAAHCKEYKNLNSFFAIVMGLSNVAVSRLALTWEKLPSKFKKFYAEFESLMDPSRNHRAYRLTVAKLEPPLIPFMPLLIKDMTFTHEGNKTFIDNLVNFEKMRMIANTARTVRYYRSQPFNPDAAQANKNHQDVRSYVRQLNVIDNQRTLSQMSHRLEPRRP
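Compounds were added across a concentration range to EPAC2 (100 nM), RAP1B-BODIPY-GDP (250 nM) and GDP (50 uM). After 5 min at room temperature, fluorescence was recorded at 5-min intervals for 30 min.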
ATXN viability: Viability Counterscreen for Primary qHTS for Inhibitors of ATXN expression. 400,000 compounds, 0.49% hits. Potency, µM (highest dose often 56.7 µM), most hits filed as cytotoxic. S2 cells (HEK-293 line with an ATXN2-luciferase reporter) viability, CellTiter-Fluor protease fluorescence, 24 h. AID 651635, 2014; further: potency means the concentration at half of the fitted maximal effect; nearly all actives have a fitted effect of over 40% in size
* marks the source's active call; other numbers are inactive results; [ ] = another dose, or the depositor's remark. Unless noted, the call rests on the fitted dose curve; in most records, active means well fitted curve in the direction sought with a large enough effect; inconclusive means small, poorly fitted or top-dose-only effect, or another doubt; inactive means no such curve, though single readings can be large; an effect the other way counts as inactive or inconclusive.

For N#Cc1cccnc1Nc1cccc(Cl)c1 the results were ATXN2 expr inh 18%, IL-2 act 1.0, HepG2 tox 21%, Nrf2 ARE act 12%, A549 tox 1%, Nrf2 block inconclusive, TGFb SMAD3 inh 0%, EPAC2 agonist 5% and ATXN viability inconclusive.
CN(C)S(=O)(=O)c1ccc(N2CCCC2)c(C(=O)Nc2ccc(N3CCOCC3)cc2)c1 was read as ATXN2 expr inh 4%, IL-2 act 0.4, HepG2 tox -7%, Nrf2 ARE act -0.5%, A549 tox -2%, Nrf2 block 7%, TGFb SMAD3 inh 2%, EPAC2 agonist 8% and ATXN viability inactive.
`FC(F)(F)c1cc(-c2ccc(Cl)cc2)nc(NCc2cccnc2)n1` gave ATXN2 expr inh inconclusive, IL-2 act -0.2, HepG2 tox -36%, Nrf2 ARE act 3.0%, A549 tox 6%[1.84 µM], Nrf2 block 15µM*, TGFb SMAD3 inh -7%, EPAC2 agonist -8% and ATXN viability inactive.
`CCOc1ccccc1NC(=O)C(c1ccccc1)N1CCN(C(=O)c2ccco2)CC1` (centres undefined) gave IL-2 act 0.5, HepG2 tox -12%, Nrf2 ARE act 0.0%, A549 tox 10%, Nrf2 block -18%, TGFb SMAD3 inh 1%, EPAC2 agonist 10% and ATXN viability inconclusive.
Screening COc1cc(NS(=O)(=O)c2ccc(NC(=O)COc3ccccc3C)cc2)nc(OC)n1 returned ATXN2 expr inh -9%, IL-2 act -2.2, HepG2 tox 6%, Nrf2 ARE act -0.4%, A549 tox 2%, Nrf2 block 10%, TGFb SMAD3 inh 7%, EPAC2 agonist -9% and ATXN viability inactive.
Screening Cc1ccc(OCC(=O)NCc2cccnc2)cc1 returned ATXN2 expr inh 4%, IL-2 act 0.2, HepG2 tox 3%, Nrf2 ARE act 5.4%, A549 tox 0%, Nrf2 block 4%, TGFb SMAD3 inh 0%, EPAC2 agonist 11% and ATXN viability inactive.
Screening O=C(Nc1ccc2oc(-c3cccnc3)nc2c1)c1ccco1 returned ATXN2 expr inh 15%, IL-2 act 0.3, HepG2 tox 14%, Nrf2 ARE act 0.0%, A549 tox 0%, Nrf2 block 1%, TGFb SMAD3 inh 19%, EPAC2 agonist -9% and ATXN viability inactive.
Screening O=C(NCCCn1ccnc1)C(=O)NCC1OCCN1S(=O)(=O)c1ccc(Cl)cc1 (centres undefined) returned ATXN2 expr inh -13%, IL-2 act 0.4, HepG2 tox 4%, Nrf2 ARE act -1.0%, A549 tox 0%, Nrf2 block -5%, TGFb SMAD3 inh -3%, EPAC2 agonist 7% and ATXN viability inconclusive.
Screening CCOC(=O)c1c(NC(=O)COc2ccc(Cl)cc2C)sc(C(C)=O)c1C returned ATXN2 expr inh 0%, HepG2 tox -1%, Nrf2 ARE act -1.3%, A549 tox -1%, Nrf2 block 1%, TGFb SMAD3 inh -16% and ATXN viability inactive.
For C[C@@H]1CC=C[C@H]2[C@H]1C(=O)N(Cc1ccccc1)[C@H]2c1ccc2ccccc2c1Br the results were ATXN2 expr inh inconclusive, IL-2 act -0.4, HepG2 tox 13µM*, Nrf2 ARE act 0.5%, A549 tox inconclusive, Nrf2 block inconclusive, TGFb SMAD3 inh inconclusive, EPAC2 agonist 0% and ATXN viability 28µM*.
For COCc1cc(C)nc(NC2CC(C)(C)NC(C)(C)C2)c1C#N the results were ATXN2 expr inh 7%, IL-2 act -0.2, HepG2 tox 8%, Nrf2 ARE act 2.0%, A549 tox -3%, Nrf2 block -10%, TGFb SMAD3 inh 0%, EPAC2 agonist 19% and ATXN viability inactive.
COc1cccc(C2C([N+](=O)[O-])=C(N)Oc3cc(C)oc(=O)c32)c1 (centres undefined) was read as ATXN2 expr inh 2%, IL-2 act -0.2, HepG2 tox 15%, Nrf2 ARE act 0.0%, A549 tox -1%, Nrf2 block 7%, TGFb SMAD3 inh -4%, EPAC2 agonist 4% and ATXN viability inactive.
c1ccc(CN2CCC(CNc3ncnc4ccccc34)C2)cc1 (centres undefined) was read as ATXN2 expr inh -30%, IL-2 act 0.2, HepG2 tox -5%, Nrf2 ARE act 0.2%, A549 tox -13%, Nrf2 block 21µM*, TGFb SMAD3 inh -2%, EPAC2 agonist 5% and ATXN viability inactive.
Screening CCCCn1c(SCC(=O)N2CCC(C(=O)OCC)CC2)nc2cc(S(N)(=O)=O)ccc21 returned ATXN2 expr inh 5%, IL-2 act -0.2, HepG2 tox -4%, Nrf2 ARE act 0.5%, A549 tox 0%, Nrf2 block -4%, TGFb SMAD3 inh 5%, EPAC2 agonist 0% and ATXN viability inactive.
For Cn1ccnc1SC(=O)N1c2ccccc2Sc2ccccc21 the results were ATXN2 expr inh -13%, IL-2 act -1.6, HepG2 tox -2%, Nrf2 ARE act 0.5%, A549 tox -5%, Nrf2 block 1%, TGFb SMAD3 inh 0%, EPAC2 agonist 6% and ATXN viability inactive.
Screening CCCC1(C(=O)OCC)NC(c2ccc(OC)cc2OC)C2C(=O)N(c3ccc4c(c3)OCCO4)C(=O)C21 (centres undefined) returned ATXN2 expr inh 3%, IL-2 act 1.2, HepG2 tox -1%, Nrf2 ARE act 0.6%, A549 tox -1%, TGFb SMAD3 inh 4%, EPAC2 agonist 5% and ATXN viability inactive.
Screening CCOc1ccc(NC(=O)COc2ccc(C(=O)NCCc3ccccc3)cc2)cc1 returned ATXN2 expr inh -3%, IL-2 act 0.5, HepG2 tox 2%, Nrf2 ARE act -0.4%, A549 tox -7%, Nrf2 block -1%, TGFb SMAD3 inh 13% and EPAC2 agonist 14%.
For COc1ccc(Br)c2c1-c1nc(NC(=O)c3cccc(C)c3)sc1C2 the results were HepG2 tox -25%, Nrf2 ARE act 3.0%, A549 tox -3%, Nrf2 block -7% and TGFb SMAD3 inh inconclusive.
CCNC(=O)C1CCCN(C(=O)c2ccc(C)c(F)c2)CC1 (centres undefined) was read as ATXN2 expr inh 1%, IL-2 act 0.5, HepG2 tox 3%, Nrf2 ARE act 0.1%[9.22 µM], TGFb SMAD3 inh -4%, EPAC2 agonist 8% and ATXN viability inactive.
Screening O=C(O)c1cccc(N/N=C/c2sc(N3CCOCC3)nc2-c2ccccc2)c1 returned ATXN2 expr inh 44%[activator], IL-2 act 3.0, HepG2 tox 2%, Nrf2 ARE act 4.7%, A549 tox -7%, Nrf2 block inconclusive, TGFb SMAD3 inh 3%, EPAC2 agonist -2% and ATXN viability inactive.

The final 2 compounds of the section before open the next one.
CCNC(=O)C1CCCN(C(=O)c2ccc(C)c(F)c2)CC1 (centres undefined) was read as ATXN2 expr inh 1%, IL-2 act 0.5, HepG2 tox 3%, Nrf2 ARE act 0.1%[9.22 µM], TGFb SMAD3 inh -4%, EPAC2 agonist 8% and ATXN viability inactive.
Screening O=C(O)c1cccc(N/N=C/c2sc(N3CCOCC3)nc2-c2ccccc2)c1 returned ATXN2 expr inh 44%[activator], IL-2 act 3.0, HepG2 tox 2%, Nrf2 ARE act 4.7%, A549 tox -7%, Nrf2 block inconclusive, TGFb SMAD3 inh 3%, EPAC2 agonist -2% and ATXN viability inactive.
Screening CCOC(=O)c1ccc(Cn2cnc3ccccc3c2=O)cc1 returned ATXN2 expr inh 8%, IL-2 act -0.6, HepG2 tox 0%, Nrf2 ARE act 2.2%, A549 tox -2%, Nrf2 block 2%, TGFb SMAD3 inh inconclusive, EPAC2 agonist -2% and ATXN viability inactive.
Cc1ccc(Nc2nc(C)cs2)cc1 was read as ATXN2 expr inh 63%[activator], IL-2 act -3.1, HepG2 tox -14%, Nrf2 ARE act 3.4%, A549 tox -10%, Nrf2 block inconclusive, TGFb SMAD3 inh -13%, EPAC2 agonist 1% and ATXN viability inactive.
`CC1(C)CC(=O)C2=C(C1)Nc1[nH]n(-c3ccccc3)c(=O)c1C2c1ccc2c(c1)OCO2` (centres undefined) gave ATXN2 expr inh -11%, IL-2 act -1.3, HepG2 tox 0%, Nrf2 ARE act -0.8%, A549 tox -11%, Nrf2 block inconclusive, TGFb SMAD3 inh 13%, EPAC2 agonist -5% and ATXN viability inactive.
`O=C(CN1C(=O)/C(=C\c2ccc(C(F)(F)F)cc2)Sc2ccccc21)NCc1ccco1` gave ATXN2 expr inh -23%, IL-2 act 0.3, HepG2 tox -31%, Nrf2 ARE act -1.0%, A549 tox 13%, Nrf2 block -12%, TGFb SMAD3 inh -19%, EPAC2 agonist -5% and ATXN viability inconclusive.
`CO/N=C/NC(=O)c1c(OC)ccnc1Oc1ccc(F)cc1` gave ATXN2 expr inh -6%, IL-2 act 1.9, HepG2 tox -11%, Nrf2 ARE act 0.2%, A549 tox 11%, Nrf2 block -12%, TGFb SMAD3 inh -10%, EPAC2 agonist 5% and ATXN viability inactive.
`CC(C)Oc1cccc(C(=O)C2CCCN(Cc3cnc(N4CCOCC4)s3)C2)c1` (centres undefined) gave ATXN2 expr inh inconclusive, IL-2 act -0.9, HepG2 tox -15%, Nrf2 ARE act 4.2%, A549 tox -18%, Nrf2 block 9.2µM*, TGFb SMAD3 inh -26%, EPAC2 agonist 8% and ATXN viability inactive.
CSc1ccc(CN2C(=O)NC3(CCCCCCC3)C2=O)cc1 was read as IL-2 act -0.5, HepG2 tox -5%, Nrf2 ARE act 2.8%, A549 tox 3%, Nrf2 block -2%, TGFb SMAD3 inh -6%, EPAC2 agonist 7% and ATXN viability inactive.
For COc1ccc(Br)cc1/C=N/NC(=O)CNC(=O)C1COc2ccccc2O1 (centres undefined) the results were ATXN2 expr inh 6%, IL-2 act 0.2, HepG2 tox -10%, Nrf2 ARE act -0.4%, A549 tox 2%, Nrf2 block -8%, TGFb SMAD3 inh -20%, EPAC2 agonist 0% and ATXN viability inactive.

High-throughput results from PubChem.
